GPR35 arrestin U2OS: GPR35 antagonists blocking zaprinast-driven arrestin recruitment, primary screen, imaging, U2OS, beta-arrestin-GFP, zaprinast agonist (AID 2058); U2OS GPR35 beta-arrestin-GFP translocation imaging, zaprinast antagonism; higher % means a stronger effect; one-dose inhibition, % at 10 µM; IC50 in µM for titrated hits; hit rate 0.052% among 290,000;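 active = inhibition of at least 50% with at least 30 cells and total cytoplasm GFP at most 10,000,000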
RSV antiviral HEp-2: inhibition of RSV-induced cytopathic effect – HEp-2 cells, primary 10 µM value included (AID 2391); HEp-2 cells, RSV-induced CPE inhibition; higher % means a stronger effect; CPE inhibition, % at 10 µM; hits with a dose series show IC50 in µM; hit rate 0.13% among 310,000; in the data active = a potency from the dose series; note: strong numbers were not always called active
AID2073: inhibitors of Mint1-CaV2.2 protein interaction, biochemical, HTRF (AID 2073); hit rate 0.19% among 290,000; inhibition, % at 20 µM; hits with a dose series show IC50 in µM; HTRF protein-protein interaction, Mint1-CaV2.2; higher % means a stronger effect; in the data active = inhibition mostly above about 51%, no sharp cut-off; note: some results filed as inactive read as strong as hits
LYP inhibition: PTPN22 lymphoid phosphatase activity blockers – biochemical, fluorescence intensity, uHTS (AID 1779); one-dose inhibition, % at 11.5 µM; IC50 in µM for titrated hits; hit rate 0.054% among 290,000; recombinant LYP phosphatase, fluorescence intensity; higher % means a stronger effect; in the data active = inhibition above about 50%;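 note: plate controls were vehicle with enzyme for no effect and no enzyme for full effect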
WT yeast gro inh: growth inhibition of WT yeast, mitochondrial fusion screen; mitochondrial fusion phenotypic screen, WT strain; inhibition, % at 10 µM; hit rate 2.1% among 190,000; AID 1362; in the data active = inhibition above about 58%; tested in S. cerevisiae
NTR1 agonist: agonists of NTR1, primary screen, imaging, U2OS cells, beta-arrestin-GFP, high content (AID 493036); P30989; NTR1-U2OS beta-arrestin-GFP spot imaging, agonist mode; hit rate 0.17% among 330,000; activation, % at 20 µM;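 active = activation at or above 40% of the spot to cytoplasm intensity ratio, with at least 20 cells analyzed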;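 note: 0% = DMSO without peptide and 100% = 100 nM NTR1 peptide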
Target sequence (P30989 whole entry, looked up): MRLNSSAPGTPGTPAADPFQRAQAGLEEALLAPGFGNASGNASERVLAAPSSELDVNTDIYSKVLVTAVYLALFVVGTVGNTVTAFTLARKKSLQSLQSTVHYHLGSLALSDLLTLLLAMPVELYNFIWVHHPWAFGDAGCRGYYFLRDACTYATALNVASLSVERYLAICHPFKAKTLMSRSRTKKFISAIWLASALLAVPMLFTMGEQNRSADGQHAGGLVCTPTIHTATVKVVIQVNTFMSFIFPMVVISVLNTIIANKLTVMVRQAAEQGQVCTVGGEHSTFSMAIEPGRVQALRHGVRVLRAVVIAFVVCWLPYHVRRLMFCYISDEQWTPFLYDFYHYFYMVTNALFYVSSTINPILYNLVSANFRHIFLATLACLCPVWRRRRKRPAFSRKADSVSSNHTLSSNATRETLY
Dengue-2 NS5 capping: Dengue-2 NS5 methyltransferase inhibitors, primary screen, biochemical, confirmation dose response (AID 588689); Dengue-2 NS5 methyltransferase capping enzyme assay, biochemical; higher % means a stronger effect; one-dose inhibition, % at 25 µM; IC50 in µM for titrated hits; hit rate 0.3% among 340,000; in the data active = a potency from the dose series
Autophagy HCS: modulators of autophagy; MEF GFP-LC3 puncta imaging; test concentration mostly 10 µM; calls only at 10 µM (by protocol); hit rate 0.98% among 190,000;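 active = percentage of spot-positive cells more than 3 SD above its plate mean, without a fluorescence outlier flag or 80% toxicity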;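 note: spot-positive cell cutoff set from DMSO-treated cells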
K1F lysis inhibition: protection from phage-mediated lysis, alamar blue read-out – E. coli UTI89, K1F phage, bacterial capsule biogenesis inhibitors (AID 488966) | inhibition, % at 100 µM, or IC50 in µM where a hit was titrated | hit rate 0.02% among 340,000 | E. coli UTI89 K1F phage lysis, alamar blue, 2 h; higher % means a stronger effect;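 active = phage lysis inhibition, versus mean bacterial control, above a set limit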;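 note: capsule biogenesis inhibitors block K1F phage lysis so surviving cells raise fluorescence; higher fluorescence means more inhibition of phage lysis; actives were called in the ten point dose series up to 300 µM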
WT yeast gro inh mutant strain: second read-out of WT yeast gro inh, no call of its own (marks repeat the call); inhibition, %; mitochondrial fusion phenotypic screen, mutant strain inhibition
Autophagy HCS cell loss 18 h: also measured in Autophagy HCS; calls as there; toxicity, %; measured here: cell loss, nuclei count;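 cell loss after 18 h compound exposure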
NTR1 agonist cell count 20 µM: also measured in NTR1 agonist; calls as there; cell count; measured here: cell count, cytotoxicity flag
Dengue-2 NS5 capping pilot replicate: recorded beside Dengue-2 NS5 capping, whose call it bears; inhibition, %; measured here: pilot screen replicate inhibition
* hit, by the source's call; i = inactive; . = no result given; [ ] = dose if it differs, or a comment.

SMILES	GPR35 arrestin U2OS	RSV antiviral HEp-2	AID2073	LYP inhibition	WT yeast gro inh	WT yeast gro inh mutant strain	NTR1 agonist	NTR1 agonist cell count 20 µM	Dengue-2 NS5 capping	Autophagy HCS	Autophagy HCS cell loss 18 h	K1F lysis inhibition	others
CCc1ccc(C(=O)Nc2ccc(OC)c(S(=O)(=O)N3CCOCC3)c2)cc1	2%	11%	19%	-4%	-12	-16	0.9	57	-2%	i	37	0.1%
COc1ccccc1N1CCN(c2ccc(Cl)nn2)CC1	9%	0.9%	4%	-6%	-6	-18	-0.5	43	-2%	i	-2	-0.4%
COc1ccc(-c2cc(C(=O)N/N=C/c3ccc4c(c3)OCO4)c3ccccc3n2)c(OC)c1	-3%	28µM*	27%	0%	9	39	-1.8	74	2%	i	-21	-2.8%
CCN(CC(=O)NCc1cccs1)C(=O)c1ccc(NS(=O)(=O)c2cccc([N+](=O)[O-])c2)cc1	.	-1.1%	.	.	.	.	0.4	50	-7%	.	.	1.3%[50 µM]
COc1cc([N+](=O)[O-])cc([N+](=O)[O-])c1NC(=O)N1CCOCC1	9%	1.6%	-15%	2%	.	.	3.5	32	1%	.	.	0.1%
O=c1c2ccccc2nc(-c2ccoc2)n1CCc1ccccc1	-8%	7.6%	-6%	1%	23	3	-1.1	71	.	i	5	1.2%
CC(=O)c1ccc(N2CCN(C(=O)CCS(=O)(=O)c3ccc4c(c3)CCN4C(C)=O)CC2)cc1	-1%	9.8%	5%	-6%	.	.	0.8	64	-2%	.	.	0.3%
Cc1ccc(N2C(=O)C(Cc3ccc(O)cc3)NC2=S)cc1C (centres undefined)	17%	-0.5%	-11%	-9%	-2	-12	7.0	55	-3%	i	-12	1.8%
CCS(=O)(=O)N1Cc2ccccc2CC1C(=O)Nc1cccc(C)c1 (centres undefined)	-11%	-1.2%	26%	-9%	11	-1	3.1	39	-5%	i	4	0.0%
O=C(O)CCC(=O)CCC(=O)c1ccccc1	-13%	3.4%	-4%	-14%	-21	-10	-0.3	80	2%	i	-7	4.0%
O=C(c1cc2c(s1)-c1ccccc1OC2)N1CCc2ccccc2C1	-15%	5.9%	11%	-6%	45	40	10	86	-6%	i	14	0.6%
COc1ccc(NC(=O)c2ccc(S(=O)(=O)N3CCCCCC3)cc2)c(OC)c1	-1%	0.6%	23%	-5%	.	.	2.2	41	-10%	.	.	0.1%
CC1CCN(S(=O)(=O)c2ccc3c(c2)N(CC(=O)NCCCN2C(C)CCCC2C)C(=O)CO3)CC1 (centres undefined)	29%	-0.7%	-2%	-11%	.	.	-0.3	51	4%	.	.	0.6%
COc1cc(NC(C)=O)c2ncccc2c1NC(C)=O	3%	-0.2%	9%	2%	.	.	-1.2	47	0%	.	.	0.1%
O=C(COc1ccc(Cl)cc1Cl)Nc1cccnc1	-11%	5.9%	-3%	0%	5	7	-1.2	59	-3%	i	-20	0.4%
O=c1c2ccccc2c(/C=N/c2n[nH]c(CCCO)n2)c(O)n1-c1ccccc1Cl	8%	-1.2%	4%	-4%	-19	7	0.6	34	-17%	i	5	0.0%
N#Cc1cc(C(=O)c2ccccc2OCC(=O)Nc2ccccc2)cn(C2CCCCC2)c1=O	2%	1.4%	3%	-1%	-2	5	-1.2	78	-13%	i	17	0.1%
COCCNC(=O)C(=O)NNC(=O)c1ccccc1OC	10%	0.4%	3%	-6%	-2	-1	-0.3	40	5%	i	-2	-0.1%
COc1ccc(CNC2CC(=O)N(C)C2=O)cc1 (centres undefined)	9%	1.3%	1%	-11%	19	13	-0.6	55	3%	i	6	1.9%
OCc1nn2c(c1Br)NC(c1ccccc1)CC2C(F)(F)F (centres undefined)	7%	0.9%	-6%	2%	21	12	-0.8	58	-4%	i	-4	-0.2%
CCOc1ccccc1NC(=O)c1ccc(S(=O)(=O)N2CCCCC2)cc1	2%	10%	38%	-6%	.	.	-0.3	41	-9%	.	.	0.5%
C/C(=N/NC(=O)CN1CCN(S(=O)(=O)c2ccc(C)cc2)CC1)c1ccco1	-5%	-0.4%	-10%	-4%	.	.	0.6	70	-4%	.	.	-0.2%[50 µM]
COc1ccc(S(=O)(=O)NCCc2cn3nc(C)c(C)nc3n2)cc1C	-5%	-1.0%	20%	-11%	.	.	0.9	63	-11%	.	.	0.2%
NS(=O)(=O)c1ccc(N/N=C/c2ccc(O)cc2O)c([N+](=O)[O-])c1	6%	-0.7%	9%	-2%	.	.	1.7	58	27%	.	.	0.0%
Cc1ccc(OCC(=O)O/N=C(\N)c2ccccn2)cc1	8%	3.3%	-1%	-4%	8	4	-0.3	46	-3%	i	26	-0.1%
CC(=O)Nc1ccc(C(=O)NNC(=O)Cc2ccccc2)cc1	15%	-1.8%	2%	-4%	-6	-7	0.8	56	-3%	i	0	-0.1%
CCOC(=O)C1=C(COC(=O)c2cccc(Cl)c2)NC(=O)NC1C (centres undefined)	1%	0.9%	8%	-4%	.	.	1.6	79	2%	.	.	0.1%
CCCn1c(N)c(N(CCOC)C(=O)c2ccc(F)cc2F)c(=O)[nH]c1=O	0%	-0.2%	13%	-8%	.	.	1.0	68	14%	.	.	-0.4%
CCCCN(CCCC)CC(O)CN1C(=O)NC(C)(C)C1=O (centres undefined)	-3%	-0.7%	6%	-2%	-11	-22	0.3	42	-3%	i	3	-0.1%
CC(Cl)C(=O)Nc1ncc(C(F)(F)F)cc1Cl (centres undefined)	-2%	1.1%	-4%	-6%	4	7	0.7	47	-59%	i	1	4.2%
COc1ccc(NC(=S)Nc2cc(C(F)(F)F)ccc2F)cc1	-16%	4.4%	-7%	-6%	20	25	-0.7	47	-5%	i	7	-0.5%
O=C(Cc1cccs1)Nc1nnc(Cc2ccccc2)s1	11%	1.1%	31%	-1%	10	0	-1.4	62	-30%	i	-8	0.4%
CN(C)c1ccc(NC(=O)CCN2C(=O)c3cccc([N+](=O)[O-])c3C2=O)cc1	5%	-1.1%	-3%	-9%	.	.	0.6	61	3%	.	.	-0.8%
C#CCn1c(=NC(=O)CN2C(=O)CCC2=O)sc2cc(S(N)(=O)=O)ccc21	-10%	1.5%	14%	0%	-12	-23	2.7	62	-1%	i	-6	-0.2%[50 µM]
CC1CCN(C(=O)c2ccc(S(=O)(=O)N(C)C)cc2)C(C)C1 (centres undefined)	-4%	0.1%	20%	-5%	12	-19	0.3	71	1%	i	-5	-1.0%
O=C(c1ccc(OC2CCN(Cc3ccccc3OC(F)F)CC2)cc1)N1CCCC1	4%	-2.1%	6%	-7%	.	.	-0.2	53	1%	.	.	0.4%
COC(=O)c1cn(NC(=O)c2ccc([N+](=O)[O-])c(C)c2)c(=O)c2ccccc12	-9%	5.0%	6%	8%	1	-11	0.7	50	-6%	i	-6	1.3%
O=C(c1ccco1)N1CCN(CCOc2ccccc2)CC1	27%	0.7%	-2%	-7%	.	.	-0.1	54	-7%	.	.	1.0%
CC(C)[C@H](NC(=O)C1CCN(S(=O)(=O)c2ccccc2)CC1)C(=O)NCc1ccncc1	3%	1.0%	7%	-8%	.	.	-0.2	55	0%	.	.	0.2%
C=CCSc1nc(N)c(C#N)c(-c2ccccc2)c1C#N	-9%	3.2%	33%	9%	-13	-12	3.5	80	3%	i	20	0.4%	Dengue-2 NS5 capping pilot replicate=3.6
C=CCn1c(C(O)c2ccccc2)nc2ccccc21 (centres undefined)	2%	1.1%	5%	-8%	.	.	0.5	64	.	.	.	0.7%
CC1(C)CC(=O)c2sc(NS(=O)(=O)c3ccc(Cl)cc3)nc2C1	-3%	1.3%	1%	-8%	.	.	-1.9	49	-22%	.	.	0.1%
CC1CCCC(NC(=O)COC(=O)Cc2ccc(Br)cc2)C1C (centres undefined)	-1%	-1.6%	2%	-5%	-5	5	-0.1	95	.	i	-1	.
COc1ccc(-c2cc(C)no2)cc1S(=O)(=O)N(C)Cc1ccco1	8%	18%	8%	-11%	.	.	0.0	70	-5%	.	.	-0.1%
Cc1cc(C)n(/C(=C/N(C)C)C(=O)c2ccccc2)n1	-3%	-2.2%	17%	-2%	-5	13	-1.9	59	-4%	i	-6	-0.7%
Cc1cccc(C(OC(=O)c2ccco2)C(=O)NCc2ccccc2)n1 (centres undefined)	9%	-0.8%	1%	-2%	-16	-12	0.4	70	-5%	i	-4	0.6%
COc1cc([N+](=O)[O-])cc(/C=N/NC(=O)C(O)(c2ccccc2)c2ccccc2)c1O	-6%	21%	10%	-11%	.	.	3.2	52	11%	.	.	1.5%
CC1CCC(N(C(=O)c2csnn2)C(C(=O)NC(C)(C)C)c2cccnc2)CC1 (centres undefined)	2%	0.4%	-8%	-10%	2	2	-0.3	47	-5%	i	18	0.3%

Ordered by molar mass (smallest number first): ten of the compounds above
SMILES	GPR35 arrestin U2OS	RSV antiviral HEp-2	AID2073	LYP inhibition	WT yeast gro inh	WT yeast gro inh mutant strain	NTR1 agonist	NTR1 agonist cell count 20 µM	Dengue-2 NS5 capping	Autophagy HCS	Autophagy HCS cell loss 18 h	K1F lysis inhibition	others
COc1cc(NC(C)=O)c2ncccc2c1NC(C)=O	3%	-0.2%	9%	2%	.	.	-1.2	47	0%	.	.	0.1%
C=CCSc1nc(N)c(C#N)c(-c2ccccc2)c1C#N	-9%	3.2%	33%	9%	-13	-12	3.5	80	3%	i	20	0.4%	Dengue-2 NS5 capping pilot replicate=3.6
CC(=O)Nc1ccc(C(=O)NNC(=O)Cc2ccccc2)cc1	15%	-1.8%	2%	-4%	-6	-7	0.8	56	-3%	i	0	-0.1%
O=c1c2ccccc2nc(-c2ccoc2)n1CCc1ccccc1	-8%	7.6%	-6%	1%	23	3	-1.1	71	.	i	5	1.2%
Cc1cccc(C(OC(=O)c2ccco2)C(=O)NCc2ccccc2)n1 (centres undefined)	9%	-0.8%	1%	-2%	-16	-12	0.4	70	-5%	i	-4	0.6%
NS(=O)(=O)c1ccc(N/N=C/c2ccc(O)cc2O)c([N+](=O)[O-])c1	6%	-0.7%	9%	-2%	.	.	1.7	58	27%	.	.	0.0%
CCOC(=O)C1=C(COC(=O)c2cccc(Cl)c2)NC(=O)NC1C (centres undefined)	1%	0.9%	8%	-4%	.	.	1.6	79	2%	.	.	0.1%
CCOc1ccccc1NC(=O)c1ccc(S(=O)(=O)N2CCCCC2)cc1	2%	10%	38%	-6%	.	.	-0.3	41	-9%	.	.	0.5%
COc1ccc(NC(=O)c2ccc(S(=O)(=O)N3CCCCCC3)cc2)c(OC)c1	-1%	0.6%	23%	-5%	.	.	2.2	41	-10%	.	.	0.1%
O=C(c1ccc(OC2CCN(Cc3ccccc3OC(F)F)CC2)cc1)N1CCCC1	4%	-2.1%	6%	-7%	.	.	-0.2	53	1%	.	.	0.4%

High-throughput results from PubChem.
